Source: PubChem (several laboratories)
HRas wt GTP: modulators of GTP binding to human HRas wildtype; 190,000 tested, 0.14% active; GST-Ras wt beads, Bodipy-FL-GTP binding, flow cytometry; actives lie on both sides; GTP binding activity, % at 10 µM;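 active means GTP binding activity at least 20% away from the 100% baseline, either lowered as inhibitor or raised as activator; inconclusive means flagged as likely green fluorescent, judged across all proteins in the well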;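 further: 0% = unlabeled GTP competition control and 100% = no-compound control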
Target sequence (P01112 whole entry, looked up): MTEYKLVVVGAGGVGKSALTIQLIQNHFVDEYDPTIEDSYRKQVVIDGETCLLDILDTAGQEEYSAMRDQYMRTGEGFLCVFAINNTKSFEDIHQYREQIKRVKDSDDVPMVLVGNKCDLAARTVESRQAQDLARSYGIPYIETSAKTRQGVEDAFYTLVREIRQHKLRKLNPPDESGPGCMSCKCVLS
Rab2 wt GTP: changes GTP binding to wildtype dog Rab2A, up or down | P61105 | GST-Rab2 wt beads, Bodipy-GTP binding, flow cytometry | GTP binding activity, % at 10 µM | 190,000 tested, 0.19% active;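 active means GTP binding activity at least 20 points away from 100%, either lowered or raised; inconclusive means signal likely due to the compound's own green fluorescence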;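 further: 0% = beads with excess unlabeled GTP and 100% = no-compound control corrected for plate trend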
Bim-Mcl-1: human Bim-Mcl-1 interaction inhibition; Bead-based flow cytometry, Bim peptide-Mcl-1 binding; 190,000 tested, 0.1% active; Q07820; inhibition, % at 10 µM; AID 1009; in the data active means inhibition above about 40%;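 further: 0% = no compound tracer wells and 100% = peptide blocker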
Target sequence (Q07820 whole entry, looked up): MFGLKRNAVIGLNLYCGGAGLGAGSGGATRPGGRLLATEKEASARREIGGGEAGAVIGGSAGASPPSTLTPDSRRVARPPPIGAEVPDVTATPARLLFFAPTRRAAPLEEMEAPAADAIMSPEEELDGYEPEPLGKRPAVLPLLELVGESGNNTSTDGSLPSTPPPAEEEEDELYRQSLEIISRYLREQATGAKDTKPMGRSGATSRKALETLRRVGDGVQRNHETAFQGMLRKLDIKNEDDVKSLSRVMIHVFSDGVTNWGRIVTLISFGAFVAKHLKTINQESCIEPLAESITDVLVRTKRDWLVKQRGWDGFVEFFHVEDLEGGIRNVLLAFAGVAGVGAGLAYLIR
RGS8-Gao reg: modulates binding of RGS8 to human Galphao. 220,000 tested, 0.34% active. response (percent of control binding), % at 10 µM. multiplexed bead flow cytometry; actives lie on both sides. AID 1423. P09471; in the data active means response below about 60% or above about 140%; inactive means in between;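 further: Galphao activated as the GDP aluminium fluoride complex binding bead-coupled RGS8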
Target sequence (P09471 whole entry, looked up): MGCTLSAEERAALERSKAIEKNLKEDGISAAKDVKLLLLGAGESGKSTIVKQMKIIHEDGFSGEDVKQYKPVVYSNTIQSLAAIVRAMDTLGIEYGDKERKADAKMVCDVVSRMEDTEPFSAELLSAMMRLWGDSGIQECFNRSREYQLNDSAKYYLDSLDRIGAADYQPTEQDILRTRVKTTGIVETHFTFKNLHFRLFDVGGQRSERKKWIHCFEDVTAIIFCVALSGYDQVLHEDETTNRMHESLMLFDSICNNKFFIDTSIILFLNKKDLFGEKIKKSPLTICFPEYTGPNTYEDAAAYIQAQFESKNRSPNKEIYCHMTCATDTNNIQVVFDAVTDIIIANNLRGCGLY
Cdc42 wt GTP: changes GTP binding to wildtype human Cdc42; GST-Cdc42 beads, Bodipy-GTP binding, flow cytometry; actives lie on both sides; percent activity (GTP binding), % at 10 µM; 190,000 tested, 0.2% active;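 active means percent activity GTP binding at least 20 points away from the 100% baseline, either down as inhibitor or up as activator; inconclusive means compound flagged as likely green fluorescent from well-wide comparison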;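 further: median bead fluorescence of bound Bodipy-FL-GTP at 100 nM; 0% = excess unlabeled GTP control and 100% = no compound control; below 100% means less GTP binding so inhibitor and above means activator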
Pf gametocyte: kills late stage P. falciparum gametocytes | P. falciparum stage V gametocytes, ATP luminescence, 24 h | 150,000 tested, 0.065% active | inhibition, % at 10.9 µM;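 active means inhibition above the mean plus 3 SD of compounds within the control limits, set per campaign, cut at about 38% in these data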;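 further: 0% = DMSO wells and 100% = medium only without gametocytes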
Mcl1 Bid PPI: disrupts binding of human Mcl-1 to Bid peptide | Q07820 | TR-FRET Mcl-1/Bid-Dy647 peptide binding, 1536-well | inhibition, % at 21.7 µM | 220,000 tested, 0.97% active | AID 1021;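 active means compounds that cut the binding signal by more than half at the single screening dose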;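 further: His-tagged Mcl-1 with europium anti-His antibody binding Bid BH3 peptide; 0% = Mcl-1 plus peptide wells and 100% = peptide-only wells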
Rac1 wt modul: human Rac1 wildtype GTP binding, inhibitors and activators; GTP binding activity (% of control), % at 10 µM; P63000; 190,000 tested, 0.27% active; GST-Rac1 beads, fluorescent GTP binding, flow cytometry; actives lie on both sides; 0 = cold GTP competed, 100 = untreated;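 active means GTP binding activity at least 20 points away from the 100% control level, either lower or higher; inconclusive means compound flagged as likely green fluorescent, judged across all proteins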
Mcl1 Noxa PPI: Mcl-1/Noxa interaction inhibition; Q07820; TR-FRET Mcl-1/Noxa peptide binding, 2 h; inhibition, % at 21.7 µM; 220,000 tested, 1.5% active;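 active means compounds that cut the protein-peptide binding signal by more than 50% relative to plate controls in a single-dose test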;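 further: His-tagged Mcl-1 with rhodamine Noxa BH3 peptide and terbium anti-His antibody; 0% = Mcl-1 plus Noxa peptide wells and 100% = peptide-only wells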
Rac1 mut GTP: alters GTP binding to activated mutant human Rac1. P63000. GST-Rac1 activated beads, fluorescent GTP binding, flow cytometry; actives lie on both sides; 100% means binding = to untreated wells. percent activity (GTP binding), % at 10 µM. 190,000 tested, 0.11% active. AID 764;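 active means GTP binding at least 20 percentage points away from the 100% baseline, in either direction, so actives lie on both sides; inconclusive means Compound likely fluorescent itself, or too few beads counted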
Rab7 wt modul: alters GTP binding to wildtype dog Rab7; 190,000 tested, 0.055% active; GST-Rab7 beads, fluorescent GTP binding, flow cytometry; actives lie on both sides; untreated = 100%, excess cold GTP = 0%; GTP binding activity (percent of control), % at 10 µM; AID 758;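 active means fluorescent GTP binding to Rab7 beads changed by at least 20 points from the 100% baseline, either direction, mostly lower; inconclusive means compound itself probably fluorescent, or too few beads counted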;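 further: median green fluorescence of bound Bodipy-FL-GTP per Rab7 bead population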
* marks the source's active call; other numbers are inactive results; ? = inconclusive; . = no result given.

Molecule,HRas wt GTP,Rab2 wt GTP,Bim-Mcl-1,RGS8-Gao reg,Cdc42 wt GTP,Pf gametocyte,Mcl1 Bid PPI,Rac1 wt modul,Mcl1 Noxa PPI,Rac1 mut GTP,Rab7 wt modul
Cn1c(SCc2ccc(C#N)cc2Cl)nc2ccccc21,106,106,0,100,107,.,-12,104,8,99,103
Cn1c(N)c(C#N)c2c(c1=S)COC(C)(C)C2,100,97,1,99,99,.,-26,102,26,95,102
CCOc1cc2c(cc1OCC)C(c1ccc(OC)cc1)N(c1ccccc1)C(=O)C2 (stereo unspecified),100,99,-3,96,102,15,18,104,8,100,98
O=C(COc1ccc(/C=N/NC(=O)c2ccccc2O)cc1)Nc1ccccc1,98,96,2,104,98,-10,-29,98,16,93,101
CCOC(=O)C1CCCN(c2c(NCC3CCCO3)c(=O)c2=O)C1 (stereo unspecified),96,97,-3,103,96,.,-13,96,4,96,97
O=C(Nc1ccccc1)N1CCCc2ccccc21,101,100,23,103,98,.,-8,101,-7,98,99
COc1ccc(-c2nncnn2)cc1,99,99,-5,99,104,.,-9,104,0,99,93
CC1CC(C)CN(CCOc2ccc(Cl)cc2Cl)C1 (stereo unspecified),102,102,-5,99,101,21,25,105,28,100,103
Cc1ccc(S(=O)(=O)c2c(C)nn(C(C)(C)C)c2OC(=O)C2CCCC2)cc1,95,94,-3,107,94,-3,14,93,1,91,95
COc1nc(Oc2ccc(=O)[nH]n2)nc(N2CCOCC2)n1,98,96,1,125,98,.,-7,97,16,92,97
Cc1ccccc1-n1c(=O)cc(N2CCN(Cc3ccccc3)CC2)[nH]c1=O,100,99,-1,99,99,.,-48,101,-6,98,101
CCC(=O)NC(=S)Nc1ccc(Cl)cn1,98,99,-2,96,96,5,-30,98,0,97,97
COc1ccc(-n2nnnc2SCC#CCO)cc1,103,105,0,100,106,14,16,108,33,101,101
COc1cccc(C(=O)N/N=c2\oc3c(OC)cccc3cc2C(=O)NCc2ccccc2)c1,103,101,0,103,100,-1,-14,105,20,105,104
O=C(NCc1ccco1)c1ccc(Cn2c(=O)c3ccccc3n(Cc3ccc(Cl)cc3)c2=O)cc1,101,98,-5,98,99,.,7,100,-30,98,99
Cc1ccc(C(=O)N2CCCCCC2)cc1Br,101,95,2,102,97,.,-13,101,4,97,97
Cc1ccc(N(CC(=O)Nc2cccc(N(C)S(C)(=O)=O)c2)S(C)(=O)=O)cc1,102,99,-3,99,100,.,-22,106,-8,96,101
Cc1ccc(C(C(=O)NC(C)(C)C)N(C(=O)c2csnn2)C2CC2)cc1 (stereo unspecified),101,101,-3,105,104,.,-6,104,13,99,94
O=c1c2ccccc2c(/C=N/n2cnnc2)c(O)n1-c1ccccc1F,?,?,0,101,?,.,-48,?,21,?,?
COc1ccc(-c2nc(NC(=O)CCNC(=O)c3ccco3)sc2C)cc1,93,96,-3,115,92,-14,-41,91,-6,94,101
CN(C)S(=O)(=O)N1CCN(c2ccccc2)CC1,99,100,-5,102,100,-17,-29,104,15,100,99
CSc1ccccc1NC(=O)CSCc1ccc(C)cc1,98,95,0,96,99,.,-7,95,17,97,94
COc1ccc([N+](=O)[O-])cc1NC(=O)C(C)Sc1nc(C)c(C)c(C)n1 (stereo unspecified),97,96,-2,99,94,6,1,96,-5,98,93
O=C(/C=C/c1ccco1)NC(=S)Nc1nc(-c2ccc3ccccc3c2)cs1,99,97,-1,99,102,24,-15,104,-1,98,98
S=C(NCCc1ccc(Cl)cc1)NC1CC1,102,101,-3,100,99,-18,-42,106,12,97,107
CCc1cc(C(=O)OC)c(NC(=O)C2CC(=O)NN2Cc2ccccc2)s1 (stereo unspecified),104,105,-3,100,105,.,-22,103,7,101,99
CC(Sc1nnc(Cc2ccc([N+](=O)[O-])cc2)o1)C(N)=O (stereo unspecified),101,99,1,101,104,0,0,106,-10,99,98
Cc1ccc2oc(-c3cccc(NC(=O)Cc4cccs4)c3)nc2c1,101,104,1,101,99,.,-9,107,5,103,102
CCCn1nnc(NC(=O)c2cccc(Cl)c2)n1,103,102,-1,97,104,.,-16,101,-17,101,102
O=C(OCc1cn(-c2ccc(Cl)c(Cl)c2)nn1)c1ccccc1Cl,94,88,-3,99,90,-8,-32,91,13,90,95
CCOc1ccc(C(=O)CSc2nnc(C3CC3)n2C)cc1,98,96,-1,102,94,.,29,104,5,97,98
CCNC(=S)N(Cc1cc2cccc(C)c2[nH]c1=O)C1CCCC1,100,98,-1,102,102,12,-66,104,3,100,100
Cc1nnc(NC(=O)CSc2nnc(Cc3ccccc3)n2Cc2ccccc2)s1,101,99,0,109,100,.,-9,104,7,96,102
COC(=O)C1=C(C)N=C2SC(C#N)=C(N)N2C1c1cc(OC)c(OC)c(OC)c1 (stereo unspecified),101,99,0,98,102,.,-14,101,20,96,95
Cc1[nH]n(-c2ccccc2)c(=O)c1C1(C(F)(F)F)C(=O)N(c2ccc(F)cc2)C2=C1C(=O)CC(C)(C)C2 (stereo unspecified),100,100,0,102,99,.,1,98,23,97,100
CC(C(=O)OCC(=O)c1ccccc1)N1C(=O)c2ccccc2C1=O (stereo unspecified),98,99,-3,101,97,-14,-20,98,-3,99,107
Clc1ccc(-c2nc3nc4ccccc4nc3n2Cc2ccco2)cc1,95,91,-3,99,98,.,17,93,33,94,96
Cc1ccc(-c2cnc(NC(=O)c3cccc(Br)c3)s2)c(C)c1,97,96,-4,99,99,-4,-34,107,9,98,101
Cc1cc(NCc2ccccn2)ccc1Br,104,104,0,106,105,.,10,107,-23,99,100
Cc1ccc(C(=O)NS(=O)(=O)c2ccc(N=NN(C)C)cc2)cc1,93,92,0,98,89,-2,-5,90,5,87,100
COCCOC(=O)C1=C(C)NC(=O)CC1c1cc2c(cc1Br)OCO2 (stereo unspecified),98,99,3,106,96,-7,-30,98,-7,99,100
Cc1cc(C(=O)N2CCN(c3cccc(Cl)c3)CC2)c(C)o1,98,95,0,98,97,.,-53,97,-4,95,96
Cc1cc(C)nc(/N=C(\N)Nc2ccc(-c3ccccc3)cc2)n1,99,101,-1,105,100,.,-13,101,10,99,109
COc1cc2c(=O)n(CCC(=O)NCC3CCCO3)c(=O)n(CC(=O)c3ccc(Cl)cc3)c2cc1OC (stereo unspecified),99,94,-2,103,100,-15,-7,100,11,98,95
COc1ccc(-n2c(CCC(=O)O)ccc2-c2ccccc2)cc1,96,95,-1,103,94,-7,-31,96,4,91,100
CS(=O)(=O)N(CC(=O)NCCc1ccccc1)c1cccc([N+](=O)[O-])c1,93,93,1,98,93,17,7,100,-3,96,90
O=C1c2ccccc2CC1Sc1nnc(-c2ccncc2)o1 (stereo unspecified),105,108,-2,100,107,.,-31,103,11,102,101
CN(Cc1nc2ccccc2c(=O)[nH]1)C(=O)c1ccc(S(=O)(=O)N(C)C)cc1,105,106,-2,102,104,.,-6,104,10,101,100
Nc1c(C(=O)O)ccc2c1C(=O)c1ccccc1C2=O,89,87,2,98,95,-12,-33,84,26,89,100
CN(C)S(=O)(=O)c1ccc(C(=O)Nc2nc(-c3cccs3)cs2)cc1,101,100,-3,101,105,.,10,104,-9,101,99
CC1=Nn2c(nnc2-c2cc(C)[nH]n2)SC1,100,99,-2,100,101,-5,-8,102,-15,99,99
O=C1CCC(=O)N1c1ccc(NCCc2ccccc2F)c([N+](=O)[O-])c1,99,101,-4,99,101,-5,6,101,8,99,106
Cc1ccccc1NN1C(=O)C=CC1=O,102,102,3,102,100,.,6,101,6,98,102
CCNC(=S)Nc1ccc(Cc2ccncc2)cc1,98,100,-2,99,100,.,-21,101,13,97,105
O=C(CCCOc1ccccc1)N1CCCCC1,105,104,-1,104,106,12,-24,104,-9,100,103
CC1(C)Oc2ccc3ccc(=O)oc3c2/C(=C/Nc2ccccc2)C1=O,102,101,-3,104,102,.,-5,107,15,100,99
COC(=O)CCn1nnc(-c2ccc(C)cc2)n1,100,98,-1,104,102,.,1,104,2,99,97
O=C(N/N=C/c1cc([N+](=O)[O-])ccc1N1CCCCCC1)c1ccccn1,92,93,-1,103,95,9,-6,90,-1,93,104
